# ADAM10 inh – human ADAM10 inhibitors, primary screen, biochemical, QFRET, HTS; inhibition, % at 7 µM; Disintegrin and metalloproteinase domain-containing protein 10 (Homo sapiens), O14672; 0.62% of 370,000 active; recombinant ADAM10, EDANS/DABCYL FRET peptide cleavage, 3 h; AID 720582, 2013;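 active means inhibition above a per-campaign cutoff equal to the mean of compounds falling between control-based bounds plus 3 SD, cut at about 20% in these data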;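 further: 0% = DMSO wells while the 100% control is not disclosed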
# Target sequence (O14672 214-748 limits assumed): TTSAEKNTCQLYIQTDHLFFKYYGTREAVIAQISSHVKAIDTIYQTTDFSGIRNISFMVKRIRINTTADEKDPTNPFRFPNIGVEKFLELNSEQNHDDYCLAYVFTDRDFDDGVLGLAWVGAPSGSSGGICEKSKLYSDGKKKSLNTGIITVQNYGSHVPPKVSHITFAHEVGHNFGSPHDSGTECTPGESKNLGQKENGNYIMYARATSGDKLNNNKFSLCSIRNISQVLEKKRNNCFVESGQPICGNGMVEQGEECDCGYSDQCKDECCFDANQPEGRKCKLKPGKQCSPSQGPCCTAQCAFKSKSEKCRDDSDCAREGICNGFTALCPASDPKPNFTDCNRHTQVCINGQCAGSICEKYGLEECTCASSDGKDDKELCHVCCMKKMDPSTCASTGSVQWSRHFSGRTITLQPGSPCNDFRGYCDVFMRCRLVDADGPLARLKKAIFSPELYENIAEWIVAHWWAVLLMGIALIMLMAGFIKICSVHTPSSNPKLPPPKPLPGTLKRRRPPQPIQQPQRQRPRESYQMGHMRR
# hgDAF-12 ag – H. glycines DAF-12 receptor agonists, primary screen, cell-based, luminescence, HEK293, GAL4 fusion, UAS-luciferase; activation, % at 6.8 µM; HEK293 GAL4-hgDAF12 UAS-luciferase reporter, agonist luminescence; normalized to butyrate control; Nuclear hormone receptor DAF-12 (Heterodera glycines), GAL4 fusion; 1.8% of 370,000 active;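 active means activation above a cutoff set at the mean of all screened compounds plus 3 SD, cut at about 10% in these data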;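 further: 0% = DMSO wells and 100% = sodium butyrate wells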
# FXN GAA850 act – FXN promoter activators, primary screen, cell-based, luciferase luminescence, HEK293 lucGAA850; AID 540364, 2011; HEK293 lucGAA850 FXN promoter luciferase reporter, 24 h; percent of 10 µM SAHA response; 0.56% of 360,000 active; activation, % at 6 µM;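 active means activation above the average of all compounds screened plus 3 SD, cutoff fixed separately per campaign, cut at about 7.5% in these data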;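 further: 0% = DMSO wells and 100% = 10 µM SAHA wells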
# hcDAF12 agonist – H. contortus DAF-12 nuclear receptor activators, primary screen, cell-based, luminescence, HEK293, lit1-tk-luc reporter | 1.4% of 370,000 active | HEK293 hcDAF-12 lit1-tk-luc reporter; 0% DMSO, 100% Δ7-dafachronic acid | activation, % at 6.8 µM | AID 652067, 2013;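 active means activation above the mean of all tested compounds plus 3 SD, cut at about 5.5% in these data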;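 further: 100% = response to 3 µM Δ7-dafachronic acid high control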
# DAX1 inh-1 – DAX1 (NR0B1) inhibitors on StAR promoter, primary screen, cell-based, luminescence, SF-1 (NR5A1), full-length DAX-1; HEK293T StAR-luciferase reporter, SF-1/DAX-1 repression relief; AID 652010, 2013; inhibition, % at 6.8 µM; 1.1% of 370,000 active;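 active means inhibition above the mean over all tested compounds plus 3 SD, cut at about 3.6% in these data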;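 further: 0% = DAX-1 cells with DMSO and 100% = cells lacking DAX-1 with DMSO; higher inhibition means more luminescence from relief of DAX-1 repression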
# PG9 Ab binder – binders of HIV-1 gp120 antibody PG9, primary screen, biochemical, TR-FRET; HIV-1 gp120 / PG9 antibody interaction; AID 624416, 2012; inhibition, % at 6.7 µM; TR-FRET gp120-PG9 antibody binding; 0.43% of 360,000 active; in the data active means inhibition above about 8.5%
# GC-A act – GC-A stimulated cGMP production enhancers – HEK293 GC-A cells, cGMP TR-FRET, EC30 ANP, primary screen. 0% at EC30 ANP, 100% saturating ANP. Atrial natriuretic peptide receptor 1 (Homo sapiens), P16066. 0.14% of 370,000 active. activation, % at 10 µM; in the data active means activation above about 40%
# ssDAF12 agonist – S. stercoralis DAF-12 nuclear receptor activators, primary screen, cell-based, luminescence, HEK293, GRIP1 co-expression, lit1-tk-luc. Nuclear hormone receptor DAF-12 (Strongyloides stercoralis). HEK293 ssDAF-12/GRIP1 lit1-tk-luc reporter; % of 3 µM dafachronic acid response. activation, % at 6.8 µM. 1% of 370,000 active. AID 652126, 2013;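 active means activation above the mean over all tested compounds plus 3 SD, cut at about 0.9% in these data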;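 further: 0% = DMSO-only wells and 100% = 3 µM delta7-dafachronic acid wells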
# SMARCA2 activ – SMARCA2 (BRM) function activators, primary screen, cell-based, luminescence, high throughput | MG213 cells, MMTV-luciferase reporter, dexamethasone, overnight | activation, % at 9.1 µM | AID 652017, 2013 | 1% of 370,000 active; in the data active means activation above about 7.8%;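 further: 0% = vehicle wells and 100% = reference activator wells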
# ADAM17 inh – ADAM17 inhibitors, primary screen, biochemical, QFRET. 0.83% of 370,000 active. inhibition, % at 6.95 µM. recombinant ADAM17, EDANS/DABCYL FRET peptide cleavage;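 active means inhibition above the mean of compounds lying between control limits plus 3 SD, set per campaign, cut at about 8.5% in these data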;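 further: 0% = DMSO-only wells as the low control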
# DAX1 inh-2 – DAX1 (NR0B1) inhibitors, primary screen, cell-based, HEK293, Gal4-DAX1, luciferase luminescence | Nuclear receptor subfamily 0 group B member 1 (Homo sapiens), P51843 | HEK293 Gal4-DAX1 luciferase reporter | inhibition, % at 6.75 µM | 0.99% of 340,000 active | AID 504766, 2011;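 active means inhibition above the mean over all tested compounds plus 3 SD, cut at about 4.2% in these data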;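 further: 0% = DAX1-transfected cells with DMSO and 100% = empty-vector control cells with DMSO; inhibition shows as a rise in luminescence from relieved DAX1 repression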
# Target sequence (P51843 207-470 limits assumed): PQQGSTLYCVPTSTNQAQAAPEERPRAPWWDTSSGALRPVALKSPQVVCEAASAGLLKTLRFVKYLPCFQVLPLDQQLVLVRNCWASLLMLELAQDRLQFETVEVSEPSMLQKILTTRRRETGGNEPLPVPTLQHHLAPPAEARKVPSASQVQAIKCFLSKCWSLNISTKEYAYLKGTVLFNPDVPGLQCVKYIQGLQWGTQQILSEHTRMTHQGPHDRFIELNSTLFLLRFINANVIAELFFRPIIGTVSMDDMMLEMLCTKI
# * hit, by the source's call; i = inactive; / = not tested or not shown.
# Results follow in this order: ADAM10 inh	hgDAF-12 ag	FXN GAA850 act	hcDAF12 agonist	DAX1 inh-1	PG9 Ab binder	GC-A act	ssDAF12 agonist	SMARCA2 activ	ADAM17 inh	DAX1 inh-2
1: CCN(CC)CCCOc1ccc(Cl)c(Cl)c1
    -0.5	0.8	0.5	-3.0	0.4	2.9	2.1	-1.4	-0.6	-6.4	0.0
2: CCC(OC(=O)CC1Sc2ccccc2NC1=O)C(=O)NCC1CCCO1 (configuration not stated)
    -2.2	-1.9	-1.9	-1.2	-0.3	-0.2	-3.0	-0.7	-1.2	0.6	0.0
3: CCOC(=O)C1=C(CSc2nc(C)ccc2C#N)OC(N)=C(C#N)C1c1cccc(OC)c1OC (configuration not stated)
    -47.9	2.9	1.0	4.2	0.7	-1.0	-10.6	-0.5	3.4	-12.8	0.3
4: COc1ccc(-c2oc3ccc(N4CCOCC4)cc3c2C#Cc2ccc(N)cc2)cc1
    i	-1.1	-1.1	-1.1	-0.6	3.0	9.9	-1.5	0.4	-187.7	-1.4
5: CCN(CC(=O)Nc1ccccc1C(F)(F)F)C(=O)c1ccc2c(=O)n3c(nc2c1)CCC3
    -45.9	2.0	1.3	-2.2	-0.1	1.0	0.8	-0.9	-3.2	-8.6	-0.1
6: COc1cc(/C=N/NC(=O)Cc2ccccc2)cc([N+](=O)[O-])c1O
    6.9	-1.8	1.0	2.5	-0.1	-9.5	-5.1	-0.9	-2.3	2.0	-0.3
7: CC1Cc2ccccc2N1C(=O)COC(=O)CCc1nc2ccccc2c(=O)[nH]1 (configuration not stated)
    -1.8	2.9	0.0	-1.0	-0.4	-0.4	-4.0	-1.4	-2.2	-1.3	-0.7
8: Cc1cc(=O)[nH]c(N2CCN(Cc3ccccc3)CC2)n1
    -4.4	3.2	-0.7	-1.5	-0.4	-0.6	2.3	-1.1	-2.0	-1.7	0.4
9: c1ccc2c(-c3csc(-c4ccncc4)n3)c[nH]c2c1
    -1.0	28.4*	6.0	13.1*	0.9	-0.7	0.1	1.6*	1.3	0.4	-0.9
10: Cc1onc(-c2ccccc2)c1C(=O)NC(=S)NNC(=O)c1ccccc1O
    3.5	-6.4	-2.1	-3.1	-2.2	2.7	0.5	-1.7	-5.5	2.4	-3.3
11: CCOC(=O)CSc1nc(N2CCOCC2)c2c(c1C#N)CC(C)(C)OC2
    -25.6	-2.0	0.1	-2.3	-0.1	-4.0	8.4	-1.8	1.5	-4.9	1.4
12: COc1ccc(N2CCN(C(=O)NCc3ccc(C)cc3)CC2)cc1
    1.5	1.6	-1.8	1.6	-0.4	-0.3	-2.5	-1.1	-4.0	0.8	-0.5
13: O=C1CSC(c2cccc([N+](=O)[O-])c2)N1CCc1ccccc1 (configuration not stated)
    -0.8	-0.4	2.1	-2.1	-0.4	0.8	-1.0	-1.6	-1.4	-2.5	0.1
14: CN[C@@H](C)C(=O)NC[C@H]1O[C@@H](n2cnc3c(=O)[nH]c(N)nc32)[C@H](O)[C@@H]1O
    -10.4	0.6	/	-0.8	1.1	0.0	8.1	-1.0	-4.8	-2.3	/
15: CCCCc1nc2ccc(F)cc2cc1C
    -3.5	1.0	/	-0.2	0.8	-1.5	-2.3	-1.1	-4.7	-4.3	/
16: Nc1cccc(-c2ccc(CO)o2)c1
    -29.6	0.3	-1.6	-1.1	-1.7	-1.3	-2.6	-1.4	0.3	-8.7	-1.2
17: O=C1NC2(CCCc3ccccc32)C(=O)N1CCOc1ccc(Br)cc1 (configuration not stated)
    7.8	-1.8	1.6	0.0	-0.8	-1.6	0.9	-1.2	-3.2	3.4	-0.3
18: CCc1nn(CC(=O)NCCN2CCN(C)CC2)c(=O)c2cc3c(OC)cccc3n12
    i	2.6	2.4	-1.3	-0.8	2.4	3.4	-1.1	1.4	i	0.0
19: COc1ccc(CCC(=O)O)c(O)c1
    -9.9	2.0	0.9	3.1	0.7	-1.6	3.5	-1.3	-0.5	-2.0	2.3
20: Cc1cc(O)cc(=O)n1-c1cccc(Br)c1
    -3.1	-2.6	/	0.0	0.2	-1.1	-1.6	-0.9	-2.6	2.9	/
21: Cc1ccc(/C=N/NC(=O)CN2CCN(Cc3ccccc3Cl)CC2)o1
    4.3	-0.8	2.2	-3.5	0.1	-0.6	2.3	-1.6	-1.2	-0.5	1.0
22: CC(=O)Nc1ccc(S(=O)(=O)Nc2ccc(S(=O)(=O)N3CCCC3)cc2)cc1
    -1.6	-0.6	2.6	1.6	-0.4	-2.2	1.0	-1.7	-2.0	-0.8	0.5
23: CN(C)c1cccc(C(=O)NNC(=O)/C=C/c2cccs2)c1
    1.4	0.3	-0.1	-0.8	0.9	0.8	0.7	-0.6	-2.6	5.0	0.0
24: COc1ccc(NC(=O)N(Cc2cc3cc(OC)ccc3[nH]c2=O)CC2CCCO2)cc1 (configuration not stated)
    -52.6	-0.3	-1.9	-0.5	-0.7	0.1	0.8	-1.0	0.9	-20.2	0.5
25: COc1cc(OC)cc(C(=O)N[C@H](C(=O)NC2=NCCS2)C(C)C)c1
    -13.7	-1.2	1.4	-0.7	-0.3	-0.6	-0.9	-1.5	-1.4	-2.8	-0.2
26: COc1ccc(NC(=O)COC(=O)Cc2c(F)cccc2Cl)cc1OC
    0.3	0.6	-0.1	-2.4	-0.5	-1.2	5.0	-1.5	-2.4	1.1	-1.8
27: Cc1ccc(C(=O)NCC(=O)NCc2cc(=O)n(C)c(=O)n2C)cc1
    3.5	-3.0	0.1	3.1	0.4	-1.1	1.9	-0.2	-2.0	-2.2	1.0
28: COC(=O)c1cccc(Nc2nc(-c3ccncc3)nc3ccccc23)c1
    0.6	-1.7	1.8	-1.3	-0.5	1.1	-0.5	-1.4	-3.3	-1.3	0.5
29: CC(C)NC(=O)N[C@H]1CC[C@H](CC(=O)NCc2ccc(Oc3ccccc3)cc2)O[C@@H]1CO
    -22.0	2.2	/	0.4	4.5*	0.8	1.0	-0.8	-3.8	-3.7	/
30: COc1ccc2occ(C(=O)c3ccc(N)cc3)c2c1
    -3.3	8.5	-1.8	1.0	1.0	-2.2	-0.3	-0.7	0.8	-0.1	0.9
31: O=C(OCCN1CCCC12CCC(c1ccccc1)CC2)c1ccccc1 (configuration not stated)
    1.9	-0.6	/	-2.3	-1.5	/	-4.0	-1.3	-0.4	-1.2	/
32: O=C(O)c1csc(-c2cccc(Cl)c2)n1
    -11.6	0.7	0.8	2.4	0.9	-0.4	5.2	-0.6	-1.5	-2.0	0.7
33: COc1ccccc1NC(=O)CSc1nnc(Cc2cc(=O)[nH]c(=O)[nH]2)n1-c1ccccc1
    -5.6	-1.5	-3.2	-1.5	0.9	-0.4	0.2	-1.4	-2.8	-1.3	-0.8
34: Nn1c(SCC(=O)Nc2ccc3c(c2)OCO3)nnc1-c1ccc(Cl)cc1
    5.9	0.5	-0.1	-1.2	-1.2	1.2	-0.7	-1.5	-1.4	-0.2	-0.4
35: CCOc1ccc(Cc2nnc(SCC(N)=O)n2C)cc1
    -1.0	-5.2	-0.9	-0.1	0.6	0.3	1.3	-1.0	-1.1	-0.3	1.4
36: CN1[C@@H]2CC[C@H]1CC(OC(=O)c1c[nH]c3ccccc13)C2 (some centres not stated)
    -2.6	0.3	1.1	-1.9	0.1	-1.5	-0.1	-0.7	-5.6	-7.2	0.9
37: COc1ccc(Cc2nc3ccc(C(=O)NCCc4cccc(C)n4)cc3o2)cc1
    -7.4	-1.8	1.2	-3.6	-3.1	-1.6	1.5	-1.4	-2.1	-2.1	-2.2
38: Cc1ccc(Cn2ncc(Cl)c(Cl)c2=O)cc1
    -5.1	-1.6	1.6	-0.9	-1.3	-1.7	5.5	-0.2	7.7	0.0	0.6
39: CCOc1ccc(C2C(C#N)=C(N)Oc3cc(O)ccc32)cc1OCC (configuration not stated)
    -1.7	-1.1	1.0	-2.0	-0.1	0.8	-2.4	-0.7	-4.1	-3.5	-1.7
40: CC(=O)Nc1cccc(NC(=O)CSc2nccn2Cc2ccco2)c1
    5.4	-2.2	2.6	-1.1	-2.3	-0.2	0.4	-1.0	0.5	-0.9	-0.2
41: COc1cc(C2c3c(-c4cc(C)cc(C)c4O)n[nH]c3C(=O)N2CCCO)cc(OC)c1OC (configuration not stated)
    7.8	-2.6	-1.1	-2.1	-0.9	0.6	-35.7	-0.9	-2.4	-1.5	-0.2
42: O=C(Nc1ccc(Cl)cc1)N1CCN(c2ccc3nnc(-c4ccc(F)cc4)n3n2)CC1
    3.7	-1.4	3.4	-3.0	-1.0	-2.8	-1.8	-2.2	-0.5	-0.4	-1.6
43: Cc1ccc(Cl)cc1N(CC(=O)N1CCCCCC1)S(C)(=O)=O
    0.3	-1.7	-1.2	-1.8	-0.4	-0.9	-2.3	-1.0	-1.9	-3.5	2.5
44: O=[N+]([O-])c1ccc(SCc2c(F)cccc2Cl)nc1
    4.4	-0.7	3.4	2.8	-0.2	-1.1	8.4	-0.9	-6.8	-1.2	-1.4
45: NCCCCCc1nnc(SC/C=C/c2ccccc2)o1
    5.7	0.8	-0.8	-0.6	0.3	-1.4	4.0	-1.5	-4.0	2.5	0.4
46: COc1ccc(NC(=O)c2sc(N)nc2-c2ccccc2)cc1
    6.7	0.6	2.6	-1.9	-0.4	-0.7	-6.4	-0.6	3.5	1.9	-1.9
47: O=C(COc1cccc(F)c1)Oc1ccc(C(=O)c2ccccc2)cc1
    1.4	3.9	2.5	-1.6	0.7	-0.4	1.5	-1.1	-1.5	-0.5	0.1
48: Cn1c(Cn2c(=O)sc3ccccc32)nnc1SCC(=O)NCC1CCCO1 (configuration not stated)
    -10.7	-2.9	-0.8	-1.1	0.5	-0.4	-2.2	-1.1	-0.5	0.7	0.2
49: O=C(C1CC1)N1N=C(c2ccc(F)cc2)CC1(O)C(F)(F)F (configuration not stated)
    6.1	-1.2	-1.1	-1.6	0.0	-1.1	2.5	-0.9	-0.1	3.9	0.7

# Two of the compounds above, bar-delimited.
No. | structure | ADAM10 inh | hgDAF-12 ag | FXN GAA850 act | hcDAF12 agonist | DAX1 inh-1 | PG9 Ab binder | GC-A act | ssDAF12 agonist | SMARCA2 activ | ADAM17 inh | DAX1 inh-2
39 | CCOc1ccc(C2C(C#N)=C(N)Oc3cc(O)ccc32)cc1OCC (configuration not stated) | -1.7 | -1.1 | 1.0 | -2.0 | -0.1 | 0.8 | -2.4 | -0.7 | -4.1 | -3.5 | -1.7
40 | CC(=O)Nc1cccc(NC(=O)CSc2nccn2Cc2ccco2)c1 | 5.4 | -2.2 | 2.6 | -1.1 | -2.3 | -0.2 | 0.4 | -1.0 | 0.5 | -0.9 | -0.2

# Screens: PubChem BioAssay, several laboratories
